FUS yeast rescue – qHTS for Suppressors of FUS Proteinopathy: Primary screen using FUS-linked yeast assay; S. cerevisiae FUS-expressing, growth rescue, OD600, 24 h; Potency, µM (highest dose often 76.6 µM), inactives show at the highest dose growth rescue (activation), actives largely listed as activators; 390,000 compounds, 0.24% hits; AID 1347120, 2019;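 also: plate controls were DMSO vehicle for no effect and reference control for full effect; nearly all actives have a fitted effect of over 55% in size; some results filed as inactive show a strong effect at the top dose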
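Steps: raffinose overnight preculture; dilution to OD 0.005 in 2% galactose minimal medium; compound addition (concentration series); 24hr at 30C, 99% humidity; absorbance read at 600 nm.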
EPAC1 antag – qHTS for Antagonist of cAMP-regulated guanine nucleotide exchange factor 3 (EPAC1): primary screen; Potency, µM (titrated, usually from 115 µM), without a hit: at the top dose activity change, negative = inhibition, usual class: inhibitors; EPAC1 GEF assay, Rap1b-BODIPY-GDP exchange fluorescence; AID 720709, 2013; Rap guanine nucleotide exchange factor 3 (Homo sapiens), O95398; 360,000 compounds, 0.14% hits;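 also: plate controls were vehicle for no effect and positive control for full effect; nearly all actives have a fitted effect of over 50% in size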
TDP-43 yeast inh – qHTS of TDP-43 Inhibitors. TDP-43 expressing yeast growth rescue, BacTiter-Glo, 24 h. AID 652104, 2013. Potency, µM (titrated, usually from 46.1 µM), for the others: top-dose growth rescue (activation), actives largely listed as activators. 410,000 compounds, 1.8% hits; also: % of control where 0% means no effect; nearly all actives have a fitted effect of over 50% in size
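Readout is BacTiter-Glo luminescence of cell growth, so inhibitors register as activators. TDP-43-expressing yeast at OD600=0.02 in galactose medium, after raffinose pregrowth to mid-log, were incubated with compound for 24 hr at 30 deg C.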
PTHR1 agonist – qHTS for PTHR1 Agonists: Primary Screen; Parathyroid hormone/parathyroid hormone-related peptide receptor (Homo sapiens), Q03431; HEK293 GP2 PTHR1 cells, GloSensor cAMP luminescence, 1 h; Potency, µM (series often up to 115 µM), without a hit: at the top dose activation, hits mostly activators; 410,000 compounds, 0.075% hits; also: nearly all actives have a fitted effect of over 55% in size; some results filed as inactive show a strong effect at the top dose; inactives centre near -15; many of its hits are not listed in these tables
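HEK-293-derived GP2 cells expressing PTHR1 and a GloSensor cAMP reporter, 3,000/well, plated overnight, given luciferin plus IBMX (each 0.5 mM as added) for 1 h at 37 °C, then compound for 1 h at 37 °C. Luminescence was read after 15 min at room temperature.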
aSyn rescue – qHTS of alpha-syn Inhibitors | Potency, µM (highest dose often 46.1 µM), for the others: at the highest dose growth rescue (activation), hits mostly activators | 370,000 compounds, 0.14% hits | Yeast expressing alpha-synuclein, growth rescue, BacTiter-Glo, 24 h; also: % of control where 0% means no effect; nearly all actives have a fitted effect of over 65% in size
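Rescue of yeast growth: cells expressing toxic alpha-synuclein, induced in galactose at OD600 0.02, incubated with compound 24 h at 30 C. ATP luminescence quantified growth; inhibitors of toxicity appear as activators.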
EPAC2 antag – qHTS for Antagonist of cAMP-regulated guanine nucleotide exchange factor 2 (EPAC2): primary screen; Rap guanine nucleotide exchange factor 4 (Homo sapiens), Q8WZA2; EPAC2 GEF exchange of Rap1B-BODIPY-GDP, fluorescence; 360,000 compounds, 0.18% hits; Potency, µM (titrated, usually from 114 µM), inactives show at the highest dose activity, negative = inhibition, hits mostly inhibitors; AID 720708, 2013; also: % is scaled to controls: 0 for no effect and ±100 for the full control effect; nearly all actives have a fitted effect of over 45% in size; many of its hits are not listed in these tables
Target sequence (Q8WZA2 whole entry, looked up): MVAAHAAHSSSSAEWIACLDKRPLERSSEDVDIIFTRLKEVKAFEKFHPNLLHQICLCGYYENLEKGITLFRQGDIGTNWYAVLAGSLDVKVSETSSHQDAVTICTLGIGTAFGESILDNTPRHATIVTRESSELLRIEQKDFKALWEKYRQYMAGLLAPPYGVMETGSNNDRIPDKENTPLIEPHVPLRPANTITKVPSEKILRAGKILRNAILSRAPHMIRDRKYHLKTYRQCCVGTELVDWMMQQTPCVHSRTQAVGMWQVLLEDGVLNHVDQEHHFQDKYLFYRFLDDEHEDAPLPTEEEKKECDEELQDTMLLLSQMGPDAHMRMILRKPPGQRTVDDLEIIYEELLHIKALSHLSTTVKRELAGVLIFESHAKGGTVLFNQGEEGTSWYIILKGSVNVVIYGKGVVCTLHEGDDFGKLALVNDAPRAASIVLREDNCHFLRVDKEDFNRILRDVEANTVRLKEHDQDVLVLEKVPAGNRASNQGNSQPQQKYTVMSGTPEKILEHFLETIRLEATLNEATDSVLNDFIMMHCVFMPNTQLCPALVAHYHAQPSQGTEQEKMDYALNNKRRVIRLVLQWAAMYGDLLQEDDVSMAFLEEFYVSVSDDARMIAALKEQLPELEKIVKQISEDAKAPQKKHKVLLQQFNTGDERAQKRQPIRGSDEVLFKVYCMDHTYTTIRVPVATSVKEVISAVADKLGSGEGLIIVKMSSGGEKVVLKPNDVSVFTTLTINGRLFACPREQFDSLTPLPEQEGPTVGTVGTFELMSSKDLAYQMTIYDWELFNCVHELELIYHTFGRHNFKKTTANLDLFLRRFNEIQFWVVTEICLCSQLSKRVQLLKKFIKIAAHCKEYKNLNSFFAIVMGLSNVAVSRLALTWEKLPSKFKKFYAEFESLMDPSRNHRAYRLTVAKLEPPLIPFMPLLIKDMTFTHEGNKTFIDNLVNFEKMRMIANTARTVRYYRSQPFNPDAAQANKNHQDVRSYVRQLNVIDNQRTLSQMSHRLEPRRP
EPAC1 ag – qHTS for Agonist of cAMP-regulated guanine nucleotide exchange factor 3 (EPAC1): primary screen. EPAC1 agonist qHTS, biochemical assay; response scale: 100% = response to 6.5 mM cAMP. Potency, µM (highest dose often 154 µM), for inactives: at the highest dose activation, hits mostly activators. 360,000 compounds, 0.073% hits; also: nearly all actives have a fitted effect of over 60% in size
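Normalized to 6.5 mM cAMP, activity reflects EPAC1-catalysed release of BODIPY-GDP from Rap1B, followed kinetically over 30 min at 480 nm excitation, 540 nm emission. Reaction contained 100 nM EPAC1, 250 nM Rap1B-BODIPY-GDP, 50 uM GDP.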
EPAC2 ag – qHTS for Agonist of cAMP-regulated guanine nucleotide exchange factor 4 (EPAC2): primary screen; Potency, µM (titrated, usually from 154 µM), inactives show top-dose activation, hits mostly activators; EPAC2 activation, biochemical qHTS; response scale: 100% = 6.5 mM cAMP response; 360,000 compounds, 0.079% hits; also: nearly all actives have a fitted effect of over 50% in size
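Compounds were titrated in qHTS against a Rap1B-BODIPY-GDP (250 nM) complex with EPAC2 (100 nM) and GDP (50 uM). BODIPY-GDP release tracked at 480/540 nm over 30 min at room temperature, normalized to 6.5 mM cAMP.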
* hit, by the source's call; i = inactive; ? = inconclusive; / = not tested or not shown; [ ] = dose if it differs, or a comment. Calls follow the shape of the dose curve; as a rule, active = well fitted curve in the direction sought with a large enough effect; inconclusive = small, poorly fitted or top-dose-only effect, or another doubt; inactive = no such curve, though single readings can be large; an effect the other way counts as inactive or inconclusive. Potency is read from the fitted curve at half-maximal effect.

Structure	FUS yeast rescue	EPAC1 antag	TDP-43 yeast inh	PTHR1 agonist	aSyn rescue	EPAC2 antag	EPAC1 ag	EPAC2 ag
COc1ccc(CNC(=O)c2cccc3c(-c4cccc(C(N)=O)c4)coc23)cc1OC	?	-20%	12%	-94%[inhibitor]	-7%	?	5%	3%
O=C(CSCc1ccccn1)Nc1ccccc1	-12%	4%	-12%	i	-1%	0%	6%	8%
CCOC(=O)C[C@H]1c2ccccc2S(=O)(=O)N1C1CC1	-13%	8%	-5%	-22%	1%	8%	10%	-4%
Cc1cc(/C=C\c2ccc3cc(N(C)C)ccc3[n+]2C)c(C)n1-c1ccccc1	11%	?	?	-64%[inhibitor]	/	-17%	-35%[inhibitor]	3%
CCCc1nc(SCC(=O)Nc2nnc(CC)s2)c2c(=O)n(C)c(=O)n(C)c2n1	-6%	9%	14%	-28%	0%	6%	3%	-4%
Cc1ccc(C)c(OCCC(=O)NCCc2ccc(Cl)cc2)c1	/	-18%	?	-88%[inhibitor]	5%	-7%	7%	1%
Nc1nnc(SCc2c(F)cccc2Cl)s1	4%	-18%	-3%[1.82 µM]	i	6%	-9%	7%	-1%
CC(C)(O)[C@H]1Cc2cc3ccc(=O)oc3cc2O1	-4%	18%	8%	-3%	-1%	1%	10%	2%
CCCCCCCCNCCS(=O)(=O)NCc1ccc(OC)cc1	3%	-18%	16%	-48%[inhibitor]	-11%	-1%	-25%	-1%
O=C1CCC(C(=O)Nc2cccc(S(=O)(=O)Nc3ccccc3F)c2)=NN1	-1%	-3%	-72%[inhibitor]	-18%	-48%[inhibitor]	-9%	1%	7%
C/C=C\C=C/C(=O)Nc1cccc(C2=NOC3(C2)C[C@H](C(N)=O)N(C(=O)CC)C3)c1 (some centres not stated)	31%	-22%	-1%	-18%	-11%	4%	-7%	3%
Cn1cc(CCNC(=O)c2ccc3nc(Cc4ccccc4F)oc3c2)cn1	31%	-11%	26%	-31%[inhibitor]	7%	-8%	-6%	4%
CCOc1ccc(-n2c(C)cc(/C=N/Nc3nc(C)cc(=O)[nH]3)c2C)cc1	?	-7%	-6%	i	2%	-7%	-5%	-12%
CC(C)CCn1nnnc1C(C(C)C)N1CCC(C(N)=O)CC1 (configuration not stated)	15%	9%	-3%	-19%	4%	16%	6%	3%
Cn1ccnc1C(O)c1cccc(OCc2ccccc2)c1 (configuration not stated)	-1%	-16%	6%	-10%	7%	?	1%	0%
COC(=O)C1=C(C)OC(N)=C(C#N)C1c1cc2cc(C)ccc2nc1Cl (configuration not stated)	-3%	6%	2%	-7%	-11%	-10%	-8%	2%
Cc1ccc(NCCCn2ccc(NC(=O)OCc3ccccc3)nc2=O)cc1C	20%	-6%	0%	-6%	3%	0%	0%	-2%
O=C(OCC(=O)N1CCCCC1)c1ccccc1SCC(=O)N1CCCCC1	19%	-3%	-4%	-2%	0%	1%	3%	7%
O=C(CN1C(=O)NC2(CCCC2)C1=O)OCC(=O)c1cccc(Cl)c1	4%	1%	-9%	i	4%	2%	0%	2%
CCOc1ccccc1NC(=O)CS(=O)(=O)c1cn(CC(=O)N2CCOCC2)c2ccccc12	5%	-8%	5%	i	-1%	11%	4%	6%
CCn1c(CN2CCOCC2)nnc1SCC(=O)Nc1cccc(C)c1	23%	8%	-23%	i	0%	-1%	-7%	17%
COc1cccc(NC(=O)C(C)OC(=O)CCCNC(=O)c2ccc(Cl)cc2)c1 (configuration not stated)	9%	-1%	-14%	4%	3%	-3%	-19%	2%
O=C(C1=C[C@H](c2ccc(Br)cc2)C[C@H](OCCCCO)O1)N1CCN(Cc2ccc3c(c2)OCO3)CC1	12%	-10%	-10%	-45%[inhibitor]	-21%	-16%	3%	10%
Cc1ccccc1OCC(=O)Nc1ccccc1N1CCC(C)CC1	2%	-4%	9%	i	14%	?	1%	-6%
O=[N+]([O-])c1cc(-c2csc(NCCc3nc4cc(Cl)c(Cl)cc4n3CCCO)n2)ccc1Cl	?	-14%	8%	-36%[inhibitor]	1%	2%	-3%	8%
O=C(CCN1C(=O)c2ccccc2C1=O)Nc1cccc(F)c1	5%	11%	12%	-28%[57.5 µM]	3%	-1%	-6%	2%
CSc1nc2nc3c(c(=O)n2[nH]1)CCC3	0%	6%	0%	-28%[57.5 µM]	5%	5%	0%	-13%
CC(C)Cn1c(N)c(C(=O)COC(=O)[C@H](C)NC(=O)c2ccccc2Cl)c(=O)n(C)c1=O	26%	13%	-26%	-2%	-1%	13%	-4%	12%
COc1ccc(N(C(=O)c2ccco2)S(=O)(=O)c2cc(Cl)c(Cl)cc2Cl)cc1	?	-2%	14%	-16%	8%	2%	8%	4%
O=C(CN(Cc1ccco1)C(=O)CNS(=O)(=O)c1ccc(Cl)cc1)NC1CCCCC1	15%	-2%	1%	-24%	-15%	14%	-23%	-1%
O=C(c1cc([N+](=O)[O-])ccc1N1CCCC1)N1CCCCC1	5%	2%	8%	i	8%	-5%	2%	-4%
CC1(C)Cc2c(sc(NC(=O)COc3cccc4ccccc34)c2C#N)C(C)(C)N1	40%	-17%	-6%	i	2%	15%	-5%	8%
Cc1cc(NC(=O)c2cc(C(C)(C)C)oc2C)no1	-6%	-4%	7%	-24%	-4%	-6%	-2%	-4%
COc1ccc(OC)c(/C=C/C(=O)OCC(=O)N2CCN(S(=O)(=O)c3ccc(C)cc3C)CC2)c1	-11%	8%	3%	-23%	1%	-4%	-3%	13%
COc1ccc(C(=O)N2CCN(Cc3ccc(OC)c(OC)c3)CC2)cc1	20%	-3%	-7%[1.82 µM]	-13%	1%	13%	-7%	2%
Cc1cc(C)n(C(C)Sc2ccccc2)n1 (configuration not stated)	-17%	14%	-5%	5%	-4%	-11%	-18%	-1%
COc1cc2ccccc2cc1C(=O)N/N=C/c1cccs1	13%	-17%	-16%	-64%[inhibitor]	2%	-17%	8%	6%
CC(=O)c1cccc(N2C(=O)CC(N3CCN(S(=O)(=O)c4ccccc4F)CC3)C2=O)c1 (configuration not stated)	32%	-8%	-12%	-21%	6%	3%	9%	14%
CCCCOC(=O)Nc1ccc(C(C)C)cc1	6%	-8%	5%	-13%[57.5 µM]	-5%	-5%	-1%	-1%
NNC(=O)c1ccc(CSc2nc3ccccc3[nH]2)cc1	15%	-19%	-2%	-27%	-5%	-2%	5%	9%
Cn1c(-c2ccccc2)c(CCO)c2ccccc21	41%	0%	?	-8%	22%	-7%	2%	9%
COc1ccc(NC(=O)c2oc3ccccc3c2NC(=O)C(C)(C)C)cc1	34%	-12%	-37%[inhibitor]	i	10%	-12%	26%	15%
Cc1cc(Cl)c2oc(C(=O)NCCC3CCCCO3)c(C)c2c1 (configuration not stated)	31%	-20%	27%	i	2%	-22%	0%	10%
CC(=O)c1ccc(NC(=O)/C(=C\c2ccccc2)NC(=O)/C=C/c2ccccc2)cc1	35%	-9%	23%	i	13%	3%	1%	-1%
O=C(CSc1n[nH]c(-c2cccnc2)n1)Nc1ccnc2ccccc12	10%	5%	-5%	-18%	-11%	8%	2%	8%

Full records as entered above.
Listed for CCCCOC(=O)Nc1ccc(C(C)C)cc1 → FUS yeast rescue = 6%; EPAC1 antag = -8%; TDP-43 yeast inh = 5%; PTHR1 agonist = -13%[57.5 µM]; aSyn rescue = -5%; EPAC2 antag = -5%; EPAC1 ag = -1%; EPAC2 ag = -1%
Listed for Cc1cc(NC(=O)c2cc(C(C)(C)C)oc2C)no1 → FUS yeast rescue = -6%; EPAC1 antag = -4%; TDP-43 yeast inh = 7%; PTHR1 agonist = -24%; aSyn rescue = -4%; EPAC2 antag = -6%; EPAC1 ag = -2%; EPAC2 ag = -4%

Next section.
Structure	FUS yeast rescue	EPAC1 antag	TDP-43 yeast inh	PTHR1 agonist	aSyn rescue	EPAC2 antag	EPAC1 ag	EPAC2 ag
CCCCn1nnnc1C1(C)CCC(=O)N1CCc1ccc(OC)c(OC)c1 (configuration not stated)	-13%	-3%	11%	-19%	-9%	2%	-6%	4%
N#Cc1ccc(OCC(=O)NCC2COc3ccccc3O2)cc1 (configuration not stated)	-14%	6%	?	i	2%	-4%	5%	10%
c1ccc(Cn2nnc3c(NCC4CCCO4)ncnc32)cc1 (configuration not stated)	3%	-21%	12%	i	3%	2%	1%	0%
CCCCn1c(SCn2nnc3ccccc3c2=O)nc2cc(S(N)(=O)=O)ccc21	13%	-12%	7%	-45%[inhibitor][57.5 µM]	2%	-1%	4%	14%
CC(=O)Nc1nonc1-c1nc2ccccc2n1Cc1ccccc1	-20%	-10%	6%	-15%	3%	10%	-11%	-8%
Cn1cnnc1SCC(=O)c1ccc2c(c1)OCO2	-44%	-18%	7%	i	5%	13%	2%	8%
Cc1ccc(Cc2c(-c3cccc(Cl)c3)nc3c(C)cc(Br)cn23)cc1	-4%	2%	26%	-3%	8%	10%	-2%	7%
C[C@@H]1CN([C@@H](C)CO)C(=O)CCCn2nncc2CO[C@H]1CN(C)C(=O)Nc1ccc(C(F)(F)F)cc1	-6%	-7%	24%	-14%	?	-5%	-12%	16%
COc1ccc(-c2ccc3c(c2)c(Sc2ccccc2)c(-c2ccccc2)n3C)cn1	-13%	-2%	25%	i	-8%	0%	4%	2%
CCN(CC)CCSc1nnc2c3cc(C)ccc3n(Cc3ccccc3)c2n1	12%	-8%	?	-4%	-1%	-3%	-2%	10%
Cc1cccc(N=C2NN=C(c3c[nH]c4ccccc34)CS2)c1	6%	-19%	1%	-18%	-4%	-5%[57.1 µM]	3%	17%
COc1ccc(S(=O)(=O)N(CCCN2CCCC2=O)Cc2cc3c(C)cc(C)cc3[nH]c2=O)cc1	28%	-1%	-14%	-14%	-1%	5%	-1%	-2%
CN(CC(=O)Nc1ccccc1C(F)(F)F)C(=O)c1cc2c(s1)CCCCC2	12%	0%	6%	i	0%	-13%	2%	11%
CC(C)(C)c1cc(C(=O)N2CCN(c3ncccn3)CC2)ccn1	-1%	1%	-12%	-17%[57.5 µM]	-5%	-4%	6%	11%

Not all compounds are listed; the hit share may differ from the screen's.
